# Screening results deposited in PubChem BioAssay by The Scripps Research Institute Molecular Screening Center.
# hcDAF-12 act – activates DAF-12 receptor from parasite H. contortus. HEK293 hcDAF-12 lit1-tk-luc reporter, luminescence; 0% DMSO, 100% Δ7-dafachronic acid. activation, % at 6.8 µM. 370,000 compounds, 1.4% hits. AID 652067;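 active means activation above the mean of all tested compounds plus 3 SD, cut at about 5.5% in these data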;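 further: 100% = response to 3 µM Δ7-dafachronic acid high control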
# HGIII-sPLA2 inh – Blocks human group III sPLA2 activity. Q9NZ20. inhibition, % at 12.2 µM. AID 743126. QFRET BODIPY PC-A2 liposome hydrolysis, fluorescence. 370,000 compounds, 0.56% hits;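 active means inhibition above mean plus 3 SD of compounds lying within the high and low control bounds, cut at about 19% in these data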;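 further: 0% = median of test compound wells and 100% = no enzyme DMSO wells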
# Target sequence (Q9NZ20 whole entry, looked up): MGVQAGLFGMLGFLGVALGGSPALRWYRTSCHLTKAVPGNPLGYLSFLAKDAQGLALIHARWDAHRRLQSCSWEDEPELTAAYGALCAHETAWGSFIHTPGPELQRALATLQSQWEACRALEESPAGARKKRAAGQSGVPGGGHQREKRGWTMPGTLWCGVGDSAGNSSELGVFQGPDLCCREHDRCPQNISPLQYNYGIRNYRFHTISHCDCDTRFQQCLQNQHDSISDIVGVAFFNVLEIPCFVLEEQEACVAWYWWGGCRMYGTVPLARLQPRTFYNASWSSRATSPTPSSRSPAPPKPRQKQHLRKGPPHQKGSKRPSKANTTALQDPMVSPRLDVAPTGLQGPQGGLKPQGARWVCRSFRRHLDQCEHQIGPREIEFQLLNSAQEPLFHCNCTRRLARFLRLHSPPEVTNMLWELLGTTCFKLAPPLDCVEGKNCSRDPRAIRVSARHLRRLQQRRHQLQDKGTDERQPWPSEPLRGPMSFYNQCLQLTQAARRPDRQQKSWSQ
# DAX1 inh-1 – inhibits human nuclear receptor DAX1 | HEK293 Gal4-DAX1 luciferase reporter, luminescence | P51843 | 340,000 compounds, 0.99% hits | AID 504766 | inhibition, % at 6.75 µM;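 active means inhibition above the mean over all tested compounds plus 3 SD, cut at about 4.2% in these data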;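 further: 0% = DAX1-transfected cells with DMSO and 100% = empty-vector control cells with DMSO; inhibition shows as a rise in luminescence from relieved DAX1 repression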
# Target sequence (P51843 207-470 limits assumed): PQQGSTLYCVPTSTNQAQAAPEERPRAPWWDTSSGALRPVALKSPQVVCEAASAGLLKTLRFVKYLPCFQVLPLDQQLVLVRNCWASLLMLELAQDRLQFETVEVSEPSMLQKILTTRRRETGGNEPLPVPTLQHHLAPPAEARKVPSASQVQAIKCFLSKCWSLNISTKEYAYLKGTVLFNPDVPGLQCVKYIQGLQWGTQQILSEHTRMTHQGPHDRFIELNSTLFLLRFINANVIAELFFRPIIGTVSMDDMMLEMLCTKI
# hgDAF-12 ag – hgDAF-12 agonism, primary luciferase screen; activation, % at 6.8 µM; AID 687014; 370,000 compounds, 1.8% hits; HEK293 GAL4-hgDAF12 UAS-luciferase reporter, agonist luminescence; normalized to butyrate control;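 active means activation above a cutoff set at the mean of all screened compounds plus 3 SD, cut at about 10% in these data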;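 further: 0% = DMSO wells and 100% = sodium butyrate wells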
# ADAM10 inh – ADAM10 inhibition, QFRET primary screen; 370,000 compounds, 0.62% hits; O14672; recombinant ADAM10, EDANS/DABCYL FRET peptide cleavage, 3 h; inhibition, % at 7 µM;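 active means inhibition above a per-campaign cutoff equal to the mean of compounds falling between control-based bounds plus 3 SD, cut at about 20% in these data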;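 further: 0% = DMSO wells while the 100% control is not disclosed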
# PLC-gamma1 inh – PLC-gamma1 (human) inhibition, primary screen | P19174 | purified PLC-gamma1, fluorogenic substrate, fluorescence | inhibition, % at 12.2 µM | 370,000 compounds, 0.84% hits; in the data active means inhibition above about 9.5%
# FXN GAA850 act – increases GAA850 frataxin promoter reporter activity. HEK293 lucGAA850 FXN promoter luciferase reporter, 24 h; percent of 10 µM SAHA response. activation, % at 6 µM. 360,000 compounds, 0.56% hits;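 active means activation above the average of all compounds screened plus 3 SD, cutoff fixed separately per campaign, cut at about 7.5% in these data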;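 further: 0% = DMSO wells and 100% = 10 µM SAHA wells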
# DAX1 inh-2 – blocks DAX1 repression of SF-1 activated StAR promoter | HEK293T StAR-luciferase reporter, SF-1/DAX-1 repression relief | inhibition, % at 6.8 µM | 370,000 compounds, 1.1% hits | AID 652010;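 active means inhibition above the mean over all tested compounds plus 3 SD, cut at about 3.6% in these data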;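 further: 0% = DAX-1 cells with DMSO and 100% = cells lacking DAX-1 with DMSO; higher inhibition means more luminescence from relief of DAX-1 repression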
# PLCb3 inh – blocks human PLC-beta3 enzyme activity; Q01970; Purified PLC-beta3, fluorogenic substrate, fluorescence; inhibition, % at 12.2 µM; 370,000 compounds, 0.18% hits; AID 720704; in the data active means inhibition above about 11%;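 further: 0% = median of compound wells on plate and 100% = full blocker control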
# ssDAF12 agonist – activates DAF-12 receptor from parasite S. stercoralis. HEK293 ssDAF-12/GRIP1 lit1-tk-luc reporter, luminescence; % of 3 µM dafachronic acid response. activation, % at 6.8 µM. AID 652126. 370,000 compounds, 1% hits;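 active means activation above the mean over all tested compounds plus 3 SD, cut at about 0.9% in these data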;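 further: 0% = DMSO-only wells and 100% = 3 µM delta7-dafachronic acid wells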
# ADAM17 inh – inhibits human ADAM17; P78536; recombinant ADAM17, EDANS/DABCYL FRET peptide cleavage; inhibition, % at 6.95 µM; 370,000 compounds, 0.83% hits; AID 720648;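 active means inhibition above the mean of compounds lying between control limits plus 3 SD, set per campaign, cut at about 8.5% in these data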;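 further: 0% = DMSO-only wells as the low control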
# * hit, by the source's call; i = inactive; / = no result given.
[1] Fc1ccc(-c2csc3ncnc(N4CCc5ccccc5C4)c23)cc1
[2] O=C1C(=O)c2ccccc2C(O)=C1C1CCC(c2ccc(Cl)cc2)CC1 (stereo unspecified)
[3] Cc1ccc2[nH]c3c(c2c1)CCN(C)C3
[4] O=S(=O)(Nc1nc2ccccc2nc1NCC1CCCO1)c1ccccc1 (stereo unspecified)
[5] O=C(CSc1ncnc2nc[nH]c12)Nc1ccccc1C(F)(F)F
[6] CCCCN(C)CCNC(=O)c1cc2c(-c3ccccc3F)nn(C)c2s1
[7] COc1cccc2sc3cc(NCc4ccc5c(c4)OCO5)ccc3c(=O)c12
[8] O=C1CCc2cc(S(=O)(=O)Nc3ccccc3F)cc3c2N1CCC3

assay / entry	1	2	3	4	5	6	7	8
hcDAF-12 act	-0.9	-1.8	-1.6	0.9	-0.8	2.3	1.6	-0.2
HGIII-sPLA2 inh	3	1	8	-8	-12	6	-9	0
DAX1 inh-1	-1.5	-0.2	0.1	1.4	-0.7	0.5	1.1	-0.5
hgDAF-12 ag	-1.8	-0.9	0.4	-1.2	0.7	3.8	3.0	2.4
ADAM10 inh	2	-4	-65	-83	7	-148	i	-14
PLC-gamma1 inh	-1	0	-82	-61	6	-42	i	2
FXN GAA850 act	2.4	1.1	1.0	2.3	0.5	1.0	6.9	-0.4
DAX1 inh-2	-0.2	0.3	0.8	0.2	0.6	1.6	1.1	-0.4
PLCb3 inh	-3	3	-112	-90	4	-68	i	-5
ssDAF12 agonist	-2.1	-1.0	-1.1	-1.2	-1.5	-0.1	-1.1	-1.0
ADAM17 inh	4	-3	-25	-34	3	-48	-213	-3

[9] CC(C)CCN(C(=O)c1ccncc1)c1c(N)n(Cc2ccccc2)c(=O)[nH]c1=O
[10] COCCNC(=O)COc1cccc(Oc2ccccc2)c1
[11] Cc1ccc(CNCc2cc3c(C(C)(C)C)nn(-c4ccccc4)c3[nH]c2=O)cc1
[12] CC1CN(c2ccc(S(=O)(=O)N3CCCC3)cn2)CC(C)O1 (stereo unspecified)
[13] Cc1cccc(/C=N/n2c(-c3cc(-c4ccccc4)n[nH]3)n[nH]c2=S)c1
[14] O=C(CNC(=O)C(c1ccccc1)c1ccccc1)N/N=C/c1cccnc1
[15] Cc1c(C)c2ccc(OCC(=O)NC3CCN(Cc4ccccc4)CC3)cc2oc1=O
[16] O=C(NC1CCN(Cc2ccc(Cl)cc2)CC1)c1cn(-c2ccccc2)nc1-c1cccnc1

assay / entry	9	10	11	12	13	14	15	16
hcDAF-12 act	-0.8	0.0	-2.5	-0.4	-0.2	0.3	-0.4	-1.0
HGIII-sPLA2 inh	1	1	-18	-1	9	-4	-15	-6
DAX1 inh-1	1.6	-0.3	-1.4	0.7	-0.5	/	1.9	-1.5
hgDAF-12 ag	1.0	1.6	2.2	-1.2	3.4	-0.3	0.5	0.8
ADAM10 inh	-12	3	-11	3	3	1	i	-11
PLC-gamma1 inh	-4	1	-44	-2	-3	-3	-76	3
FXN GAA850 act	0.4	-3.9	2.0	0.1	4.7	-1.1	-0.9	0.8
DAX1 inh-2	1.9	0.2	0.2	1.1	0.4	0.0	-1.3	-1.0
PLCb3 inh	-2	2	-42	-8	-4	-1	-110	-6
ssDAF12 agonist	-1.6	-1.5	-0.7	-1.2	-0.9	-1.6	-1.1	-1.3
ADAM17 inh	0	-2	-5	0	-1	-4	-158	-4

[17] Cc1cccc(C(=O)NNC(=O)c2ccc(S(=O)(=O)N3CCOCC3)cc2)c1
[18] CCN1C(=O)c2ccc(C(=O)Nc3ccc(O)cc3C)cc2C1=O
[19] Fc1ccc(NC(=S)Nc2ccc(Br)cc2)cc1
[20] O=C(C1CCCN1C(=O)c1cccs1)N1CCN(Cc2ccc3c(c2)OCO3)CC1 (stereo unspecified)
[21] O=C(c1ccccn1)C1CCCN(Cc2cn[nH]c2-c2cc3ccccc3o2)C1 (stereo unspecified)
[22] CCOc1ccc(CCN2C(=O)C(=O)N([C@@H](Cc3ccccc3)CN3CCC[C@H]3CN3C(=O)C(=O)NC[C@@H]3CC(C)C)C[C@@H]2Cc2ccc(O)cc2)cc1
[23] O=C(COC(=O)c1ccc(Br)o1)NCc1ccco1
[24] CCOC(=O)c1c(C)oc2c1c(C=NCCO)c(O)c1ccccc12

assay / entry	17	18	19	20	21	22	23	24
hcDAF-12 act	-1.2	-0.1	-1.9	0.1	-2.4	0.8	0.8	0.3
HGIII-sPLA2 inh	0	10	-2	0	-24	-25	-3	-6
DAX1 inh-1	-1.1	-0.5	-2.3	-0.2	1.6	/	-0.4	-0.9
hgDAF-12 ag	-3.3	3.2	-2.0	0.7	-1.1	-1.4	-0.5	-1.5
ADAM10 inh	-11	1	12	4	3	-4	11	-8
PLC-gamma1 inh	7	0	9	1	-2	1	4	-29
FXN GAA850 act	1.5	-0.2	-0.9	0.1	2.5	/	0.7	1.7
DAX1 inh-2	-0.2	0.3	-0.4	-0.4	-0.6	-0.4	0.1	-0.8
PLCb3 inh	-5	-1	4	2	-3	-1	4	-45
ssDAF12 agonist	-1.2	-1.2	-2.0	-1.3	-1.6	-1.4	-1.2	-1.6
ADAM17 inh	1	-4	4	-3	-1	-2	0	0

[25] COCc1ccc(CN2CCC(CO)(CC3CCCCO3)CC2)o1 (stereo unspecified)
[26] CN(C)CCN1CCN(C2CN(Cc3cn(Cc4ccccc4)nn3)S(=O)(=O)C2)CC1 (stereo unspecified)
[27] CC(C)(C)OC(=O)C[C@H]1C/C=C\C[C@H](CC(=O)NCCO)C(=O)NC[C@@H](c2ccccc2)OC1=O
[28] Cc1ccc(C)c(S(=O)(=O)N/N=C/c2ccc(N3CCOCC3)cc2)c1
[29] COc1ccc(C/C(N)=N/OC(=O)c2ccco2)cc1OC
[30] CSc1nc(Sc2ccc(Cl)cc2)c2ccccc2n1
[31] COc1ccc(C(O)P(=O)(OC(C)C)c2ccc(N(C)C)cc2)c(OC)c1 (stereo unspecified)
[32] Cc1ccc(C(=O)O)cc1NC(=O)C1CCCN1S(=O)(=O)c1cccc2nsnc12 (stereo unspecified)

assay / entry	25	26	27	28	29	30	31	32
hcDAF-12 act	0.7	-0.9	-0.6	-0.3	-1.2	-1.9	0.4	-0.2
HGIII-sPLA2 inh	-2	12	0	-2	8	-1	4	2
DAX1 inh-1	0.5	/	0.0	-0.5	-0.1	-1.5	-0.7	0.3
hgDAF-12 ag	1.4	-1.1	1.5	-0.8	-3.2	0.1	4.0	0.0
ADAM10 inh	0	-13	-4	-10	-5	-3	-5	-2
PLC-gamma1 inh	1	-2	1	-4	-11	3	-1	0
FXN GAA850 act	2.1	/	-2.1	0.4	6.4	2.0	2.4	-0.2
DAX1 inh-2	-0.1	3.2	0.3	-0.1	-0.1	0.4	-0.2	-0.1
PLCb3 inh	3	-2	2	-11	-14	4	-8	5
ssDAF12 agonist	-1.3	-1.4	-1.6	-1.7	-1.7	-1.0	-1.3	1.6*
ADAM17 inh	0	-5	-1	-5	-5	0	-4	2

# Ordered by length of the SMILES (ascending): some entries from above
[30] CSc1nc(Sc2ccc(Cl)cc2)c2ccccc2n1
[25] COCc1ccc(CN2CCC(CO)(CC3CCCCO3)CC2)o1 (stereo unspecified)
[28] Cc1ccc(C)c(S(=O)(=O)N/N=C/c2ccc(N3CCOCC3)cc2)c1
[31] COc1ccc(C(O)P(=O)(OC(C)C)c2ccc(N(C)C)cc2)c(OC)c1 (stereo unspecified)
[27] CC(C)(C)OC(=O)C[C@H]1C/C=C\C[C@H](CC(=O)NCCO)C(=O)NC[C@@H](c2ccccc2)OC1=O

assay / entry	30	25	28	31	27
hcDAF-12 act	-1.9	0.7	-0.3	0.4	-0.6
HGIII-sPLA2 inh	-1	-2	-2	4	0
DAX1 inh-1	-1.5	0.5	-0.5	-0.7	0.0
hgDAF-12 ag	0.1	1.4	-0.8	4.0	1.5
ADAM10 inh	-3	0	-10	-5	-4
PLC-gamma1 inh	3	1	-4	-1	1
FXN GAA850 act	2.0	2.1	0.4	2.4	-2.1
DAX1 inh-2	0.4	-0.1	-0.1	-0.2	0.3
PLCb3 inh	4	3	-11	-8	2
ssDAF12 agonist	-1.0	-1.3	-1.7	-1.3	-1.6
ADAM17 inh	0	0	-5	-4	-1

# (cont.)
[33] Cc1cccc(/C=C2/S/C(=N/N=C3\CC4CCC3(C)C4(C)C)NC2=O)c1 (stereo unspecified)
[34] Clc1ccc(-c2nsc(N3CCOCC3)n2)c(Cl)c1
[35] CCC1(C(=O)c2ccccc2)C(c2ccc([N+](=O)[O-])cc2)C1(C(=O)OC)C(=O)OC (stereo unspecified)
[36] Cc1c2cnn(-c3ccccc3)c(=O)c2c(C)n1CCCC(=O)N1CCN(C2CCCCC2)CC1
[37] Nc1[nH]c(C(=O)c2ccccc2)c(-c2ccc3ccccc3c2)c1C(=O)NCc1ccc(-c2ccccc2)cc1
[38] O=C(NCC1CCCO1)c1ccccc1-c1nc(-c2ccc(Cl)cc2)no1 (stereo unspecified)
[39] CC1(C(=O)Nc2ccc(Cl)c(Cl)c2)CCN1Cc1ccccc1OC(F)F (stereo unspecified)
[40] O=C1CCC/C(=N/NC(=O)c2ccc(CN3c4cccc5cccc(c45)S3(=O)=O)cc2)C1

assay / entry	33	34	35	36	37	38	39	40
hcDAF-12 act	1.7	8.6*	1.6	-2.1	0.4	-1.5	1.2	-0.2
HGIII-sPLA2 inh	-7	1	10	-7	-4	-7	16	-31
DAX1 inh-1	1.1	1.3	0.8	-1.5	/	-1.4	/	-1.5
hgDAF-12 ag	-0.3	16*	-2.4	1.3	0.9	-0.3	3.0	-2.9
ADAM10 inh	6	-10	-9	-1	-10	4	-18	-194
PLC-gamma1 inh	5	0	2	0	-14	0	4	-415
FXN GAA850 act	-1.9	3.5	2.2	0.8	/	1.8	-0.1	1.9
DAX1 inh-2	-0.1	1.8	-0.4	0.1	0.6	-0.6	-1.1	0.0
PLCb3 inh	1	-4	0	-6	-18	1	7	-463
ssDAF12 agonist	-0.5	0.7	-1.3	-1.1	-1.2	-1.6	-1.0	-1.6
ADAM17 inh	0	1	3	-2	-3	0	-3	-74

[41] Cc1nnn(C23CC4CC(CC(CC(=O)Nc5ccc(C)c(Cl)c5)(C4)C2)C3)n1
[42] Cc1ccccc1N(C(=O)Cn1nnc2ccccc21)C(C(=O)NCc1ccco1)c1ccncc1 (stereo unspecified)
[43] COC(=O)c1ccccc1NC(=O)C12CC3CC(C1)CC(n1cnc(Cl)n1)(C3)C2
[44] COc1ccc(NC(=O)C2(C)CCN2C2Cc3ccccc3C2)cc1OC (stereo unspecified)

assay / entry	41	42	43	44
hcDAF-12 act	-3.9	-2.5	-3.6	1.6
HGIII-sPLA2 inh	-10	-4	-8	5
DAX1 inh-1	-0.6	0.9	-1.1	/
hgDAF-12 ag	0.3	-0.6	-3.1	0.5
ADAM10 inh	12	-3	-8	-10
PLC-gamma1 inh	0	2	-3	0
FXN GAA850 act	-1.8	-0.9	0.2	0.8
DAX1 inh-2	0.3	-0.3	-1.7	-0.4
PLCb3 inh	4	-2	0	0
ssDAF12 agonist	-1.8	-1.2	-1.5	0.0
ADAM17 inh	1	-7	0	-5
